# High-throughput results from PubChem.
# Rab2A wt mod = changes GTP binding to wildtype dog Rab2A, up or down | GST-Rab2 wt beads, Bodipy-GTP binding, flow cytometry | GTP binding activity, % at 10 µM | hit rate 0.19% among 190,000 | AID 760;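 active = GTP binding activity at least 20 points away from 100%, either lowered or raised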;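 note: 0% = beads with excess unlabeled GTP and 100% = no-compound control corrected for plate trend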
# Rac1 mut GTP = human Rac1 activated mutant GTP binding change; hit rate 0.11% among 190,000; AID 764; percent activity (GTP binding), % at 10 µM; GST-Rac1 activated beads, fluorescent GTP binding, flow cytometry; actives lie on both sides; 100% means binding = to untreated wells;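 active = GTP binding at least 20 percentage points away from the 100% baseline, in either direction, so actives lie on both sides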
# GSH bead fluor = GSH bead compound fluorescence profile | hit rate 0.25% among 190,000 | AID 1776 | GSH beads flow cytometry, compound fluorescence 488/530 nm; active compounds read high | fluorescence (KMESF) at 10 µM; in the data active = fluorescence above about 89;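 note: glutathione beads carrying GST-tagged Bcl family fusion proteins plus one bare bead set; values are compound well signal with DMSO vehicle wells as background; inactives centre near 16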
# ABCG2 block = blocks JC-1 efflux by human ABCG2 transporter; Q9UNQ0; IgMXP3 cells, flow cytometry; inhibition, % at 6.6 µM; hit rate 0.1% among 190,000; AID 1325;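 active = inhibition above 80%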;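 note: 0% = DMSO and 100% = nicardipine control wells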
# Target sequence (Q9UNQ0 whole entry, looked up): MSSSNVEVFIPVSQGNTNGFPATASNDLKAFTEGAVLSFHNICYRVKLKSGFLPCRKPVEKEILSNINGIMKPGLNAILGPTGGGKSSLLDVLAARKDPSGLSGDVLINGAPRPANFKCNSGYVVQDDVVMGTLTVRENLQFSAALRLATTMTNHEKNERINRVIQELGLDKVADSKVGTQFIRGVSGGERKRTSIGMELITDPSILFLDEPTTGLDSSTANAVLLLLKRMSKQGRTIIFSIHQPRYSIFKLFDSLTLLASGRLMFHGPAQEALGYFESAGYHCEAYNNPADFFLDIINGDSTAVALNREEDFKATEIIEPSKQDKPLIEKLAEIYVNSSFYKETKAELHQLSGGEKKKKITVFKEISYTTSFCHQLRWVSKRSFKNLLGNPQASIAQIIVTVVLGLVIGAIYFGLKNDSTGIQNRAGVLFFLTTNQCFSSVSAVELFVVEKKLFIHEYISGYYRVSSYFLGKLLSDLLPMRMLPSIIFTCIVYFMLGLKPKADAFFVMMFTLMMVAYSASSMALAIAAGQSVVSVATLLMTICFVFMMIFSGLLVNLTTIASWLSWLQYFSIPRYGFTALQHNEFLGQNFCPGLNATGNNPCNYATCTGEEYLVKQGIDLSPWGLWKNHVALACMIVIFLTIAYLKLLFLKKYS
#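 Times: 10 min at 25 °C | Test system: Two drug-resistant human cell lines, ABCG2 and ABCB1 | Quantity: 3 million cells/mL final, two lines in 1:1 ratio | Signal: Flow cytometry, 530 nm JC-1 signal | Dosing: Compound at 6.6 µM | Controls: Nicardipine and DMSO wells | Reagent: JC-1 as fluorescent efflux pump substrate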
# Rab7 wt modul = modulators of GTP binding to dog Rab7 wildtype GTPase; GST-Rab7 beads, fluorescent GTP binding, flow cytometry; actives lie on both sides; untreated = 100%, excess cold GTP = 0%; GTP binding activity (percent of control), % at 10 µM; hit rate 0.055% among 190,000; AID 758;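 active = fluorescent GTP binding to Rab7 beads changed by at least 20 points from the 100% baseline, either direction, mostly lower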;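 note: median green fluorescence of bound Bodipy-FL-GTP per Rab7 bead population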
# Avidin bead fluor = avidin bead compound fluorescence profile | Avidin beads, compound fluorescence 488/530 nm, flow cytometry; active compounds read high | fluorescence (KMESF) at 10 µM | hit rate 0.38% among 220,000; in the data active = fluorescence above about 47; note: inactives centre near 10
# HRas wt GTP bind = modulators of GTP binding to human HRas wildtype. GST-Ras wt beads, Bodipy-FL-GTP binding, flow cytometry; actives lie on both sides. GTP binding activity, % at 10 µM. hit rate 0.14% among 190,000. AID 759;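 active = GTP binding activity at least 20% away from the 100% baseline, either lowered as inhibitor or raised as activator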;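 note: 0% = unlabeled GTP competition control and 100% = no-compound control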
# Rac1 wt GTP bind = modulators of human Rac1 wildtype GTP binding; P63000; GST-Rac1 beads, fluorescent GTP binding, flow cytometry; actives lie on both sides; 0 = cold GTP competed, 100 = untreated; GTP binding activity (% of control), % at 10 µM; hit rate 0.27% among 190,000;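 active = GTP binding activity at least 20 points away from the 100% control level, either lower or higher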
# ABCB1 block = human ABCB1 inhibition, ABCG2 as counter-screen; inhibition, % at 6.6 µM; CCRF-Adr cells, JC-1 efflux, flow cytometry; hit rate 0.067% among 190,000; P08183; AID 1326; in the data active = inhibition above about 40%;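 note: 0% = vehicle and 100% = reference inhibitor; higher value means more JC-1 retained so stronger ABCB1 efflux block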
# Pf gametocyte = P. falciparum stage V gametocyte viability inhibition; P. falciparum stage V gametocytes, ATP luminescence, 24 h; inhibition, % at 10.9 µM; hit rate 0.065% among 150,000; AID 743093;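 active = inhibition above the mean plus 3 SD of compounds within the control limits, set per campaign, cut at about 38% in these data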;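 note: 0% = DMSO wells and 100% = medium only without gametocytes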
# Cdc42 wt GTP = human Cdc42 wildtype GTP binding change, either direction. hit rate 0.2% among 190,000. GST-Cdc42 beads, Bodipy-GTP binding, flow cytometry; actives lie on both sides. percent activity (GTP binding), % at 10 µM;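 active = percent activity GTP binding at least 20 points away from the 100% baseline, either down as inhibitor or up as activator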;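 note: median bead fluorescence of bound Bodipy-FL-GTP at 100 nM; 0% = excess unlabeled GTP control and 100% = no compound control; below 100% means less GTP binding so inhibitor and above means activator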
# * hit, by the source's call; nt = no result given. Only part of the results is shown (hit frequency here may not be typical).
entry	SMILES	Rab2A wt mod	Rac1 mut GTP	GSH bead fluor	ABCG2 block	Rab7 wt modul	Avidin bead fluor
1	CCN1C(=O)C(=C/C=C/c2ccco2)C(=O)N(CC)C1=S	94	90	21	-2	96	12
2	Cc1ncc(CN2CCCC(C(=O)c3ccc(C(C)(C)C)cc3)C2)s1 (stereo unspecified)	98	97	16	2	107	11
3	Cc1ccc(CN2CCN(Cc3ccccc3F)CC2)cc1	98	96	22	1	104	11
4	Cc1cc(N2CCCCC2)ccc1C=C1C(=O)N(C)C(=S)N(C)C1=O	100	99	9	-3	95	11
5	CCOCCCn1c(N)c(C(=O)Nc2sc3c(c2C(=O)OC)CCCC3)c2nc3ccccc3nc21	72*	87	10	-2	88	8
6	CCCNC(=O)c1c(N)n(Cc2ccc3c(c2)OCO3)c2nc3ccccc3nc12	96	95	17	4	96	39
7	Cc1nonc1OCCNc1ccc([N+](=O)[O-])c2cccnc12	95	98	16	40	102	4
8	Cc1ccccc1N1C(=O)CC(=O)NC1=O	95	98	7	0	92	11

entry	HRas wt GTP bind	Rac1 wt GTP bind	ABCB1 block	Pf gametocyte	Cdc42 wt GTP
1	93	93	-0.4	-11	91
2	100	101	1.5	5	96
3	100	99	0.0	-14	96
4	100	100	-0.5	nt	105
5	72*	82	0.2	nt	72*
6	96	92	1.1	nt	97
7	101	102	0.9	nt	99
8	96	102	0.0	-3	95

entry	SMILES	Rab2A wt mod	Rac1 mut GTP	GSH bead fluor	ABCG2 block	Rab7 wt modul	Avidin bead fluor
9	O=C1NC(=O)N(Cc2ccccc2)C(=O)/C1=C/c1cnn(-c2ccccc2)c1	97	94	15	0	108	15
10	CCOC(=O)C1=C(C)OC(N)=C(C(=O)OCC)C12C(=O)Nc1ccc(Br)cc12 (stereo unspecified)	101	100	26	5	99	3
11	CNC(=O)Oc1ccc2c(c1)C(=O)c1ccccc1CO2	97	98	35	0	99	6
12	O=C(NCc1cccnc1)NC1CCCCC1	91	91	16	0	95	33
13	COc1ccc(/C=C2/C(=O)NC(=O)N(Cc3ccco3)C2=O)cc1	92	88	23	-1	100	12
14	CNC(C(=O)c1ccccc1)C(OC(C)C)c1ccc(Cl)cc1 (stereo unspecified)	102	100	21	0	103	32
15	CCCCC1C(=O)NC(=S)NC1=O	103	102	11	-1	103	12
16	NCCCCCC(=O)OC1N=C(c2ccccc2Cl)c2cc(Br)ccc2NC1=O (stereo unspecified)	101	93	11	0	105	6

entry	HRas wt GTP bind	Rac1 wt GTP bind	ABCB1 block	Pf gametocyte	Cdc42 wt GTP
9	95	91	-0.4	nt	102
10	99	100	0.4	nt	102
11	98	100	0.3	-1	100
12	96	93	0.1	nt	92
13	95	93	-0.5	nt	90
14	102	106	0.3	nt	103
15	104	108	-0.3	nt	104
16	99	98	0.1	nt	94

entry	SMILES	Rab2A wt mod	Rac1 mut GTP	GSH bead fluor	ABCG2 block	Rab7 wt modul	Avidin bead fluor
17	COP(=O)(CC(=O)O)c1ccccc1 (stereo unspecified)	99	99	20	0	98	7
18	C[C@@H]1C(=O)O[C@@H]2[C@H](O)C34[C@@H]5OC(=O)C3(O[C@H]3OC(=O)[C@H](O)C34[C@H](C(C)(C)C)[C@H]5O)[C@@]12O (stereo partly specified)	101	102	15	1	98	8
19	O=c1[nH]c2ccccc2o1	98	97	18	0	98	5
20	CCC(=O)Nc1ccc(N2CCN(CC)CC2)c(Cl)c1	101	99	8	2	98	12
21	CC12CN3CN(C1)CC(c1ccccc1)(C3)C2=O	98	96	18	-3	95	5
22	N#CCCn1cc(C(=O)Nc2ccc([N+](=O)[O-])cc2)c(-c2ccc3c(c2)OCCO3)n1	100	98	11	40	102	22

entry	HRas wt GTP bind	Rac1 wt GTP bind	ABCB1 block	Pf gametocyte	Cdc42 wt GTP
17	103	108	0.1	nt	102
18	102	104	1.5	9	106
19	99	99	0.1	nt	98
20	99	100	-0.1	nt	98
21	99	101	0.2	nt	101
22	100	103	-0.7	-17	102

# Entries shown so far that have a carbonyl joined to an NH by a bond outside any ring, in the order listed:
entry	SMILES	Rab2A wt mod	Rac1 mut GTP	GSH bead fluor	ABCG2 block	Rab7 wt modul	Avidin bead fluor
5	CCOCCCn1c(N)c(C(=O)Nc2sc3c(c2C(=O)OC)CCCC3)c2nc3ccccc3nc21	72*	87	10	-2	88	8
6	CCCNC(=O)c1c(N)n(Cc2ccc3c(c2)OCO3)c2nc3ccccc3nc12	96	95	17	4	96	39
11	CNC(=O)Oc1ccc2c(c1)C(=O)c1ccccc1CO2	97	98	35	0	99	6
12	O=C(NCc1cccnc1)NC1CCCCC1	91	91	16	0	95	33
20	CCC(=O)Nc1ccc(N2CCN(CC)CC2)c(Cl)c1	101	99	8	2	98	12
22	N#CCCn1cc(C(=O)Nc2ccc([N+](=O)[O-])cc2)c(-c2ccc3c(c2)OCCO3)n1	100	98	11	40	102	22

entry	HRas wt GTP bind	Rac1 wt GTP bind	ABCB1 block	Pf gametocyte	Cdc42 wt GTP
5	72*	82	0.2	nt	72*
6	96	92	1.1	nt	97
11	98	100	0.3	-1	100
12	96	93	0.1	nt	92
20	99	100	-0.1	nt	98
22	100	103	-0.7	-17	102
